Screens (PubChem BioAssay)
zfTRPN1 agonist – activates the zebrafish TRPN1 channel | HEK293 zebrafish TRPN1-YFP, Fluo-8 calcium fluorescence; 100% = response to 87 µM carbachol | activation, % at 3 µM | hit rate 0.18% among 220,000;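 active = activation above its plate's cutoff, the mean activation of test wells on that plate plus 3 SD, cut at about 19% in these data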;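 also: 0% = DMSO alone and 100% = 87 µM carbachol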
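Control set: carbachol 87 µM as high control, DMSO as low control; system: HEK293 stable line with zebrafish TRPN1-YFP; read-out: % activation versus carbachol response; detection: intracellular calcium fluorescence with Fluo-8; doses: single test compound dose, 3 µM nominal, 0.3% DMSO; schedule: dye 1 h 37 °C plus 30 min RT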
m-calpain inh – inhibitors of pig calpain II; purified calpain II, fluorogenic peptide substrate, 30 min; inhibition, % at 16 µM; hit rate 0.37% among 220,000; AID 1236;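 active = inhibition above about 50%, limit read from the data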
Ba/F3 V617F tox – reduce viability of Ba/F3 cells dependent on JAK2V617F. AID 1446. hit rate 1.1% among 220,000. inhibition, % at 5.6 µM. Ba/F3 EpoR-JAK2V617F viability, ATP luminescence;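 active = inhibition above the campaign mean plus 3 SD over all tested compounds, cut at about 24% in these data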;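 also: cytokine-independent growth of Ba/F3 cells driven by EpoR plus mutant JAK2; 0% = DMSO-treated cells and 100% = JAK inhibitor I control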
S1P4 ag – activates the human S1P4 receptor; S1P4-expressing cell line, agonist reporter assay; activation, % at 4.98 µM; hit rate 0.35% among 220,000; AID 1509; in the data active = activation above about 11%;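 also: 0% = DMSO vehicle and 100% = reference agonist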
Target sequence (O95977 whole entry, looked up): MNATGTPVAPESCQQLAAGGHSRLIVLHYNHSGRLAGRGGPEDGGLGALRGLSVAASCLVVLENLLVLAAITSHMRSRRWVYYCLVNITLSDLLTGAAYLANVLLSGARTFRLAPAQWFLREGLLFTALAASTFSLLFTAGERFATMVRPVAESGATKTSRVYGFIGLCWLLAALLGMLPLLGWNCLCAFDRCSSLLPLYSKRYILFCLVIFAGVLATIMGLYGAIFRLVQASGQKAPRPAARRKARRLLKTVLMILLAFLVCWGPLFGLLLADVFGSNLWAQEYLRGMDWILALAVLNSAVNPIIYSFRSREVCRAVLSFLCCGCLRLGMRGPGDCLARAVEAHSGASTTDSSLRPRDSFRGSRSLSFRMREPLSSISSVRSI
PERK inh – blocks human PERK kinase. CHO PERK-DD fusion, SEAP luminescence translation reporter. inhibition, % at 5.6 µM. hit rate 0.17% among 220,000. Q9NZJ5;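 active = inhibition above the mean inhibition of all tested compounds plus 3 SD, set separately per screening campaign, cut at about 2.9% in these data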;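 also: PERK kinase domain activated by AP20187 dimerizer at 100 nM; 0% = DMSO with dimerizer and 100% = rapamycin at 8.4 µM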
S1P4 antag – blocks the human S1P4 receptor. S1P4-expressing cells, antagonist mode, reporter read-out. inhibition, % at 4.98 µM. hit rate 0.26% among 220,000; in the data active = inhibition above about 29%;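 also: 0% = wells stimulated with agonist and 100% = vehicle wells without agonist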
BaF3 parental – counter-screen for JAK2V617F inhibitors: parental Ba/F3 viability inhibitors | CellTiter-Glo ATP luminescence | inhibition, % at 5.6 µM | hit rate 1.1% among 220,000;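 active = inhibition above a per-campaign cutoff, the mean inhibition of all tested compounds plus 3 SD, cut at about 27% in these data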;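 also: 0% = DMSO wells and 100% = JAK Inhibitor I control wells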
EP2 mod – EP2 receptor (human) modulation. P43116. EP2-expressing cells, cAMP HTRF FRET, PGE2 co-stimulation. induction, % at 25 µM. hit rate 0.83% among 260,000. AID 940;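 active = compounds whose cAMP rise, as percent of the full-agonist control response, exceeds 60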;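 also: rat C6 glioma line stably carrying human EP2 under a CMV promoter; the protocol text gives 20 µM as final concentration; 100% = response of wells given 1 µM PGE2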
Target sequence (P43116 whole entry, looked up): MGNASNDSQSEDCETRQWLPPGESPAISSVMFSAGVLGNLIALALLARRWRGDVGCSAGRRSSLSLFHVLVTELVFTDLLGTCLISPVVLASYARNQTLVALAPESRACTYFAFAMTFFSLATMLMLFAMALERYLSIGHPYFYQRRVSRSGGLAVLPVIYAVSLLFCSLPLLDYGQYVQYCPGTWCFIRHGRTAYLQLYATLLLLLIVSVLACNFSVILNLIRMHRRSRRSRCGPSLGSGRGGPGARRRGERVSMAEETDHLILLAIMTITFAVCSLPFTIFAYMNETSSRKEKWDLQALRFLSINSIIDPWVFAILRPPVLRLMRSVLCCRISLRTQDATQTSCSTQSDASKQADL
TRPML3 agonist – agonists of human TRPML3 channel | HEK293 TRPML3-YFP, Fluo-8 calcium fluorescence; 100% = the carbachol control signal | hit rate 0.29% among 220,000 | activation, % at 3 µM | Q8TDD5;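 active = activation above its plate's cutoff, the mean activation of the plate's test wells plus 3 SD, cut at about 12% in these data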;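 also: 0% = DMSO only wells and 100% = carbachol wells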
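Test system – HEK293 line with stable expression of human TRPML3-YFP channel · Control set – carbachol 87 µM final as high control (100%), DMSO as low control (0%) · Signal – Fluo-8 calcium dye fluorescence, ex 470-495, em 515-575 nm · Incubation – 1-h 37 °C dye load, 5-s basal, 120-s post-compound reads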
* = called active by the depositor; i = inactive; & = joins results of further samples. Only part of the results is shown (hit frequency here may not be typical).

SMILES | zfTRPN1 agonist | m-calpain inh | Ba/F3 V617F tox | S1P4 ag | PERK inh | S1P4 antag | BaF3 parental | EP2 mod | TRPML3 agonist
C[C@H]1CC[C@@H]2[C@@H](C)[C@H]3[C@H](C[C@H]4[C@@H]5CC=C6C[C@@H](O[C@@H]7O[C@H](CO)[C@H](O)[C@H](O[C@@H]8O[C@H](CO)[C@@H](O)[C@H](O)[C@H]8O)[C@H]7O[C@@H]7O[C@@H](C)[C@H](O)[C@@H](O)[C@H]7O)CC[C@]6(C)[C@H]5CC[C@]34C)N2C1 | 1.3 | -130 | -1 | -5.4 | 1.0 | 0 | 9 | -72 | 0.8
COCCN1Cc2cc(=O)n3c([nH]c4ccccc43)c2C1=N | 0.9 | i | -2 | 0.9 | 0.1 | -21 | -1 | -18 | 0.1
O=c1[nH]c(O)c(N=Nc2cccc(S(=O)(=O)N3CCOCC3)c2)c(=O)[nH]1 | 0.2 | 7 | 6 | 0.1 | 0.1 | -9 | 11 | 8 | 0.7
OCCNc1c2c(nc3ccccc13)CCCC2 | 2.5 | 18 | 0 | -1.4 | 1.3 | -29 | 3 | -26 | 0.7
O=C1C2CCN(CC2)C1Cc1ccc(OCCOc2ccccc2)cc1 (stereo not drawn) | 2.2 | 19 | -1 | 0.4 | 0.3 | -8 | 8 | -1 | 0.6
Cc1cc(C=C2C(=O)NC(=S)NC2=O)c(C)n1-c1ccc2c(c1)OCO2 | 0.7 | -21 | 0 | -0.3 | 0.1 | -15 | 7 | -2 | 1.0
O=Cc1cn(Cc2ccc([N+](=O)[O-])cc2)c2ccccc12 | 1.6 | 12 | 0 | 0.4 | 0.1 | 2 | 0 | -8 | 1.1
COc1ccc(CCn2c(O)c(C=NCCCO)c(=O)[nH]c2=O)cc1OC | -1.4 | -28 | -4 | 0.4 | 0.3 | 6 | -2 | 27 | -0.4
OCC#CC[N+]1(CC#Cc2ccccc2)CCCC1 | 1.5 | -10 | -2 | 1.7 | 0.7 | 6 | 10 | 21 | 0.6
COc1ccc(CN2C(=O)NC(=O)/C(=C/c3ccc(OC)c(OC)c3OC)C2=O)cc1 | 3.2 | 12 | -7 | -0.6 | 1.4 | 6 | 0 | -23 | 0.7
Cc1cc(Cl)ccc1OC(C)C(=O)O (stereo not drawn) | 0.0 | 1 | 0 | -0.4 | -0.3 | -2 | 4 | 25 | 0.7
C=CCn1c(O)c(C(CC)=NCc2ccco2)c(=O)[nH]c1=O | 1.3 | -12 | -2 | 1.3 | 0.5 | -10 | -1 | 11 | 0.3
CCC1(CCCC(=O)c2ccc(F)cc2)C(=O)NC(=S)NC1=O | -1.0 | 4 | 0 | 0.9 | -0.1 | -8 | 5 | 1 | 1.1
O=C(N/N=C/c1c(O)n(Cc2ccccc2)c(=O)[nH]c1=O)c1ccccc1 | 1.9 | -13 | -1 | 0.3 | -0.1 | 7 | 4 | 9 | 0.3
CCOP(=O)(OCC)C(NS(=O)(=O)c1ccccc1)C(Cl)(Cl)Cl (stereo not drawn) | -0.9 | -28 | 1 | -0.5 | 0.7 | 2 | 5 | 29 | 0.9
O=C1NC(=S)NC(=O)C1=Cc1cccc2cc3ccccc3cc12 | 1.6 | 3 | -1 | 0.9 | 0.8 | 4 | -3 | -42&-9 | -0.3
Cn1c(O)c(C(=O)c2ccccc2F)c(=O)n(C)c1=O | 2.2 | -19 | -2 | 2.3 | 1.7 | -16 | 9 | -8 | 1.3
COc1cccc(N2C(=O)NC(=O)C3(Cc4cc(C)ccc4N(C)C3)C2=O)c1 (stereo not drawn) | 1.0 | -25 | 1 | -0.9 | 0.1 | 4 | 1 | 13 | 1.2
CCCNS(=O)(=O)c1ccc(OCC(=O)N2CCN(Cc3ccccc3)CC2)cc1 | 1.6 | 23 | -5 | 0.4 | 0.1 | -17 | 0 | -1 | 1.1
Cc1ccc(-c2nc3ccccc3c(=O)n2-c2nccs2)cc1 | 0.5 | -14 | -4 | -0.3 | 1.2 | -20 | 2 | -1 | -0.4
N#Cc1ccc(Cn2cc(C(=O)c3ccco3)c3ccccc32)cc1 | 0.4 | -113 | -1 | 1.7 | -0.9 | -38 | 4 | 28 | -0.4
CCCCCCn1c(N)c(C(=O)NCCN2CCOCC2)c2nc3ccccc3nc21 | 1.7 | i | 1 | 5.8 | -0.7 | -17 | 5 | 35 | 0.6
C=CCn1c(O)c(C(CC)=Nc2cccc(C(=O)O)c2)c(=O)[nH]c1=O | 1.0 | 3 | -2 | -0.6 | 2.0 | -16 | 1 | -17 | 0.4
CC12CN3CC(C)(CN(C1)C3c1cccs1)C2O (stereo not drawn) | 0.9 | -5 | -1 | 1.7 | 1.1 | 6 | -1 | 2 | 0.7
CCn1c(O)c(N=Nc2cccc(S(=O)(=O)N3CCOCC3)c2)c(=O)n(CC)c1=S | 0.2 | -16 | -2 | 3.8 | 0.3 | -8 | -2 | -8 | 0.8
CS(=O)(=O)NNP(=O)(NNS(C)(=O)=O)NC(=O)c1ccccc1 | 1.8 | -13 | 0 | 1.4 | 0.3 | 1 | -1 | -10 | 0.7
COc1ccc(N/N=C/c2c(O)n(-c3cccc(C)c3)c(=O)[nH]c2=O)cc1 | -0.2 | -18 | -2 | 0.2 | 0.5 | -11 | 9 | -37&8 | 1.3
N=Cc1c(O)n(-c2ccc(C34CC5CC(CC(C5)C3)C4)cc2)c(=O)[nH]c1=O | 0.4 | -91 | 0 | 0.9 | 1.0 | 8 | 6 | 32 | 1.0
CCC(=NCc1cc(OC)cc(OC)c1)c1c(O)n(C2CCCCC2)c(=O)[nH]c1=O | -0.9 | -9 | 3 | -0.2 | 0.4 | 3 | -6 | -19 | 0.4
CCN(CC)c1nc2c(C)cccn2c(=O)c1C=C1C(=O)NC(=O)NC1=O | -0.7 | -42 | -2 | -0.1 | 0.6 | -22 | 6 | 39 | -0.1
NCCc1c[nH]c2ccc(OCc3ccccc3)cc12 | -0.5 | -19 | -3 | -1.2 | 1.1 | 16 | -1 | 4 | 0.8
CNC(=S)N(C)CCc1cc2c(c(OC)c1/C=C1/C(=O)NC(=O)N(C)C1=O)OCO2 | 0.1 | -23 | -3 | 0.8 | 1.8 | 5 | -1 | 14 | 1.0
COc1cc(/C=C/[N+](=O)[O-])ccc1O | 0.3 | -7 | 2 | 0.9 | 0.5 | 1 | 1 | -3 | 2.3
CCC(=NCCc1c[nH]c2ccccc12)c1c(O)n(C)c(=O)n(C)c1=O | 5.6 | -36 | 0 | 1.4 | 0.6 | -3 | 7 | -12 | 1.6
CC(=O)NC(Cc1ccc(N(CCCl)CCCl)cc1)C(=O)NC(CC(C)C)C(=O)O (stereo not drawn) | -0.2 | -39 | -2 | 0.1 | 0.9 | -10 | 5 | 33 | 0.5
CC(=NCc1ccc(F)cc1)c1c(O)n(C)c(=O)n(C)c1=O | 0.4 | 18 | 35* | 0.7 | -0.8 | -24 | 31* | 10 | 0.3
Oc1ccc2ccccc2c1CN1CC=C(c2ccccc2)CC1 | 1.0 | -15 | -2 | 0.7 | 1.1 | -14 | 6 | 8 | 1.5
NCCc1nc2ccccc2s1 | 0.1 | -13 | -5 | 1.7 | 0.6 | -9 | 0 | 12 | 0.5
CCOc1ccc(N=Cc2c(O)n(C(C)(C)C)c(=O)[nH]c2=O)cc1 | -0.6 | -446 | -2 | 1.0 | -0.3 | -16 | 2 | 14 | 0.5
C=C1C2C[C@H](O)C(C)(C)[C@@]2(O)[C@H](O)C[C@]23C[C@@](C)(O)[C@H](CC[C@H]12)[C@H]3OC(C)=O (stereo partly drawn) | -0.8 | -7 | -4 | 1.3 | 0.1 | -3 | 3 | 13 | -0.1

Exported tab-delimited: entries from further up.
smiles	zfTRPN1 agonist	m-calpain inh	Ba/F3 V617F tox	S1P4 ag	PERK inh	S1P4 antag	BaF3 parental	EP2 mod	TRPML3 agonist
CCC(=NCCc1c[nH]c2ccccc12)c1c(O)n(C)c(=O)n(C)c1=O	5.6	-36	0	1.4	0.6	-3	7	-12	1.6
CC(=O)NC(Cc1ccc(N(CCCl)CCCl)cc1)C(=O)NC(CC(C)C)C(=O)O (stereo not drawn)	-0.2	-39	-2	0.1	0.9	-10	5	33	0.5

In the list so far, 3 have a Cl atom.
SMILES | zfTRPN1 agonist | m-calpain inh | Ba/F3 V617F tox | S1P4 ag | PERK inh | S1P4 antag | BaF3 parental | EP2 mod | TRPML3 agonist
Cc1cc(Cl)ccc1OC(C)C(=O)O (stereo not drawn) | 0.0 | 1 | 0 | -0.4 | -0.3 | -2 | 4 | 25 | 0.7
CCOP(=O)(OCC)C(NS(=O)(=O)c1ccccc1)C(Cl)(Cl)Cl (stereo not drawn) | -0.9 | -28 | 1 | -0.5 | 0.7 | 2 | 5 | 29 | 0.9
CC(=O)NC(Cc1ccc(N(CCCl)CCCl)cc1)C(=O)NC(CC(C)C)C(=O)O (stereo not drawn) | -0.2 | -39 | -2 | 0.1 | 0.9 | -10 | 5 | 33 | 0.5

(cont.)
SMILES | zfTRPN1 agonist | m-calpain inh | Ba/F3 V617F tox | S1P4 ag | PERK inh | S1P4 antag | BaF3 parental | EP2 mod | TRPML3 agonist
COc1ccc(CCNCc2ccccc2F)cc1OC | -1.3 | -14 | -4 | 1.1 | -0.9 | 1 | 2 | 8 | 0.1
O=C(O)CP(=O)(O)c1ccc(Cl)cc1 | -0.5 | 3 | -5 | 2.4 | 0.4 | -12 | 0 | 4 | 0.4
CN(C)CCc1nn[nH]n1 | 0.1 | -4 | -2 | 0.1 | 2.4 | 2 | 0 | 9 | -0.2
COc1ccc(C(O)c2cc(OC)ccc2OP(=O)(N(C)C)N(C)C)cc1 (stereo not drawn) | -0.5 | -7 | -2 | -1.6 | -0.1 | -16 | 2 | 8 | 0.5
CCCCC(C)C(OC(=O)CC(CC(=O)O)C(=O)O)C(CC(C)CC(O)CCCCC(O)CC(O)C(C)N)OC(=O)CC(CC(=O)O)C(=O)O (stereo not drawn) | 1.2 | -24 | -1 | -2.4 | 0.5 | -4 | 4 | 19 | -0.4
CCCOP(=O)(OCCC)C(NC(=O)c1cc(OC)c(OC)c(OC)c1)c1ccccc1 (stereo not drawn) | 1.0 | 5 | -4 | -0.5 | -0.4 | 10 | 5 | -18 | 0.9
CNCCc1nc(N)n[nH]1 | 0.4 | -43 | -1 | -0.9 | -0.4 | -15 | 5 | 25 | 0.5
OC1/C(=C/c2ccccc2F)N2CCC1CC2 (stereo not drawn) | -1.7 | 9 | -3 | -2.5 | 0.6 | 9 | 2 | 11 | 0.0
CN1CCN(Cc2nc3ccccc3n2C)CC1 | 1.7 | -18 | -2 | 0.5 | 2.0 | 7 | 3 | 25 | 0.7
O=C(C[N+]12CCC(CC1)C(CO)C2)c1ccc([N+](=O)[O-])cc1 (stereo not drawn) | 1.7 | 11 | 1 | 1.6 | 1.5 | -1 | 7 | 20 | 0.8
COc1nc(NCC2CCCO2)nc(N2CC3CC(C2)c2cccc(=O)n2C3)n1 (stereo not drawn) | 1.1 | -11 | -4 | 0.1 | 1.3 | -15 | -9 | 1 | 2.1
